High-throughput results as filed in PubChem BioAssay.
NSD2 HMT inh = NSD2 histone methyltransferase inhibitors, primary screen, biochemical, AlphaScreen, single concentration, set 2 | actives 0.54% (n = 310,000) | inhibition, % at 12.5 µM | NSD2 peptide methylation, 120 min | Histone-lysine N-methyltransferase NSD2 (Homo sapiens), O96028; in the data active means inhibition above about 50%
HTR5A ag ctr = HTR5A agonists in luminescence cell assay, primary screen, counter-screen for OPRM1-OPRD1 heterodimer agonist project, full-deck HTS; cell-based; activation, % at 9.3 µM; actives 0.61% (n = 340,000); AID 504692, 2011; in the data active means activation mostly above about 9.5%, no sharp cut-off; inactive means mostly below about 7.6%;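 further: 0% = cells with vehicle only and 100% = reference agonist; strong numbers were not always called active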
V-ATPase pHluor = regulators of yeast V-ATPase proton pumping, primary screen, pHLuorin cytosolic pH fluorescence. response, % at 10 µM. S. cerevisiae. actives 0.37% (n = 350,000); in the data active means response mostly above about 7.3%, no sharp cut-off; inactive means mostly below about 5.4%; further: actives read high; inactives centre near 0; some compounds called inactive have numbers as strong as hits; reference of the scale not given here
PvdQ inh = P. aeruginosa PvdQ acylase inhibitors, primary screen, biochemical, fluorescence, plate reader and imaging, single point. purified PvdQ acylase. inhibition, % at 10 µM. PvdQ acylase [Pseudomonas aeruginosa LESB58]. actives 0.063% (n = 340,000); in the data active means inhibition above about 30%, passing the limit was not always enough;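 further: 0% = vehicle neutral wells and 100% = reference inhibitor wells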
dFosB activator = activators of delta FosB homodimer, primary screen, biochemical, fluorescence polarization, TAMRA-CDK5 oligo, single point; actives 0.99% (n = 340,000); Protein FosB (Mus musculus), P13346; activation, % at 25 µM; purified delta FosB; percent of positive-control signal above neutral wells;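 active means mean activation above about 17%, with every replicate also reaching it, limit read from the data, passing the limit was not always enough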;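 further: fluorescence polarization rise as delta FosB binds a TAMRA Cdk5 AP-1 oligo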
Target sequence (P13346 whole entry, looked up): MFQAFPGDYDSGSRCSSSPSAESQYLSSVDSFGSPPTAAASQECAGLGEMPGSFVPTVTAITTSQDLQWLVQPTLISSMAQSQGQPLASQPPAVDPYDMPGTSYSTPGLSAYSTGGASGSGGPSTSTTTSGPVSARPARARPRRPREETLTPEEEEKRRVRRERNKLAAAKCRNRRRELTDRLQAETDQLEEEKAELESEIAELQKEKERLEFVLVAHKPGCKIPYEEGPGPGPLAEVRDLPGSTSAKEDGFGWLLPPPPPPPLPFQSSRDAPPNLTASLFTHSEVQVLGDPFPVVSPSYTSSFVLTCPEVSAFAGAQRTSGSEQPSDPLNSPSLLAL
CDK5 p35 inh = inhibitors of human CDK5/p35 kinase, primary screen, biochemical, single concentration; Recombinant CDK5/p35, ADP-Glo luminescence, 60 min; Cyclin-dependent kinase 5 (Homo sapiens) + Cyclin-dependent kinase 5 activator 1 (Homo …; actives 0.01% (n = 330,000); inhibition, % at 10 µM;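 active means highest replicate inhibition of at least 50% and at least 75% of replicates reaching 50%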;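 further: plate controls were DMSO neutral control for no effect and GW8510 at 10 µM for full effect; many of its hits are not listed in these tables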
SR-BI HDL uptake = inhibitors of SR-BI mediated HDL lipid uptake, primary screen, ldlA[mSR-BI] cells, fluorescence, single point; Scavenger receptor class B member 1 (Mus musculus), Q61009; ldlA[mSR-BI] CHO cells, DiI-HDL uptake fluorescence, 3 h; inhibition, % at 12.5 µM; actives 0.96% (n = 320,000); AID 488896, 2010;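 active means mean replicate inhibition of at least 70% and a set share of replicates each scoring 70 or more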;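 further: 0% = median of neutral control wells and 100% = median of positive control wells; values of inactives mirror those of a sister screen read the other way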
Target sequence (Q61009 whole entry, looked up): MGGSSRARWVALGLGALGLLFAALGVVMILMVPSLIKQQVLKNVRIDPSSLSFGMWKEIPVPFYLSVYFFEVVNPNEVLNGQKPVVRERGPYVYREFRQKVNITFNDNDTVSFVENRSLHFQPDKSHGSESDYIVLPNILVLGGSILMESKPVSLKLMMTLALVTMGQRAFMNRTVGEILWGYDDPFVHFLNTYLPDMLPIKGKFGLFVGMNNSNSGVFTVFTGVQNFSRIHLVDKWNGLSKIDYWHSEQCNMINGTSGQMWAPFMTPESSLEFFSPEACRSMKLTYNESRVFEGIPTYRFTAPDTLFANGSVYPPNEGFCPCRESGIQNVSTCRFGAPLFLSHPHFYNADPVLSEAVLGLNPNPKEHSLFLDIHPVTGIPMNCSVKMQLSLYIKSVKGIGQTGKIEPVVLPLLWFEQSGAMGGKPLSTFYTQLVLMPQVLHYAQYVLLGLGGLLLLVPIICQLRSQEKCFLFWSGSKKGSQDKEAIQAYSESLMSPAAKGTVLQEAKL
MITF act = activators of MITF-driven TRPM1 promoter reporter, primary screen, cell-based, SK-MEL-5, luciferase, single point. SK-MEL-5 TRPM1-promoter luciferase, 24 h; % of positive control, neutral wells = 0. activation, % at 12.5 µM. actives 0.75% (n = 300,000);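 active means mean activation of at least 80% with every replicate also reaching 80%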;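 further: 0% = neutral control wells and 100% = parthenolide positive control wells; values of inactives mirror those of a sister screen read the other way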
HTR5A inv ctr = HTR5A inverse agonists in luminescence cell assay, primary screen, counter-screen for OPRM1-OPRD1 heterodimer inverse agonist project, full-deck HTS | 5-hydroxytryptamine receptor 5A (Homo sapiens), P47898 | HTR5A cell line, inverse agonism | inhibition, % at 9.3 µM | actives 0.083% (n = 340,000) | AID 504634, 2011; in the data active means inhibition mostly above about 23%, no sharp cut-off; inactive means mostly below about 18%;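 further: 0% = cells with DMSO and 100% = no-cell wells with DMSO; some compounds called inactive have numbers as strong as hits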
Wnt act = Wnt/beta-catenin pathway activators, primary screen, cell-based, plate reader, single point. Wnt/beta-catenin reporter cell assay, activator. activation, % at 9.35 µM. actives 1.2% (n = 300,000). AID 743398, 2014; in the data active means activation above about 30%, passing the limit was not always enough;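 further: 0% = neutral control wells and 100% = positive control wells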
The depositor's hits bear a star; . = no result given; & = joins results of further samples.

SMILES | NSD2 HMT inh | HTR5A ag ctr | V-ATPase pHluor | PvdQ inh | dFosB activator | CDK5 p35 inh | SR-BI HDL uptake | MITF act | HTR5A inv ctr | Wnt act
Cc1ccc(-c2nc(=O)[nH]c3ccccc23)cc1 | 1 | -2 | 0 | 5 | 1 | 0.9 | -11 | . | 6 | 0
COCCCn1c(SCC(=O)N2CCOCC2)nc2cc(Cl)ccc2c1=O | 1 | -3 | 3 | 2 | -9 | 1.5 | 41 | 1 | 21 | 7
Cc1ccc(-n2c3c(c(=O)[nH]c2=O)C(NS(=O)(=O)c2ccc(Cl)cc2)(C(F)(F)F)C(=O)N3)cc1 (stereo not drawn) | -2 | -4 | 2 | -1 | -4 | -1.5 | -9 | 0 | 7 | .
N#C/C(=C(/O)c1ccc2c(c1)OCO2)c1nc2cc(C(F)(F)F)ccc2s1 | 3 | -2 | -2 | -3 | -3 | 0.0 | -12 | . | 9 | -3
CCn1cnc2cc(NCc3ccccc3Cl)ccc21 | 13 | 3 | 3 | -2 | 2 | -0.2 | 5 | 87* | -13 | 12
CC(C)c1nc(N2CCCC2)c(C#N)c2c1CCCC2 | -4 | 0 | -1 | -15 | 0 | -2.2 | -2 | 1 | -1 | -6
Cc1cccc(-n2ncc3c(N(C)C4CCCCC4)ncnc32)c1 | . | 5 | 0 | 0 | -9 | 2.6 | 28 | -78 | -12 | -2
CCOC(=O)CSc1nnc(CNC(=O)Cc2ccccc2)n1-c1ccccc1OC | -3 | 5 | -2 | -2 | -5 | -1.5 | 0 | -1 | -23 | 1
CC(=O)NS(=O)(=O)c1ccc(NC(=O)CN2C(=O)C3C4C=CC(C4)C3C2=O)cc1 (stereo not drawn) | -2 | 0 | 4 | -9 | -2 | -1.8 | -14 | 16 | -8 | .
CC(NC(=O)COC(=O)CNC(=O)C1CCCCC1)c1ccccc1 (stereo not drawn) | 0 | -3 | 3 | 5 | -6 | 0.3 | -23 | 6 | 8 | 0
O=C(O)Cc1cc2c(s1)CCCCC2 | 0 | -3 | 2 | 3 | 6 | -0.3 | 11 | 0 | -6 | -3
CCOc1cc(C2C(C#N)=C(N)OC3=C2C(=O)CC(C)(C)C3)cc([N+](=O)[O-])c1O (stereo not drawn) | 3 | -1 | 1 | -1 | 1 | 0.3 | -5 | 5 | 13 | 1
Oc1ccc(Nc2ncnc3scc(-c4ccccc4)c23)cc1 | -6 | 2 | -3 | 0 | -2 | 2.6 | 56 | -13 | -21 | -1
C=CCn1cc(C(=O)NCc2ccco2)c(=O)c2cc(S(=O)(=O)N3CCCCCC3)ccc21 | 0 | 1 | -4 | 1 | -5 | 0.9 | -11 | -6 | 0 | -7
O=C(CN(C(=O)CCC(=O)Nc1nccs1)c1ccccc1F)NCc1ccc2c(c1)OCO2 | -10 | 3 | 6 | -8 | -5 | 1.1 | . | 0 | -9 | 0
O=C(Nc1ccc(SC(F)F)cc1)C1CC(=O)N(Cc2ccccc2)C1 (stereo not drawn) | -5 | 3 | -1 | -12 | -4 | -1.8 | -12 | 7 | 7 | 0
CCn1cc(C(=O)O)c(=O)c2ccc(C)nc21 | . | -1 | 4 | 3 | -2 | 0.0 | -12 | -5 | 3 | 3&0
NS(=O)(=O)c1ccc(CCNC(=O)C2CCN(c3ncnc4c3nc3n4CCCCC3)CC2)cc1 | -5 | -4 | 2 | -5 | -2 | . | 19 | 11 | -10 | -1
CCOP(=O)(OCC)c1nc(-c2cccc3ccccc23)oc1N1CCOCC1 | -13 | 4 | 0 | -31 | -4 | 0.7 | 5 | 18 | -28 | -1
C=CCn1c(SCCC(=O)O)nc2c1c(=O)n(C)c(=O)n2C | 0 | -2 | 0 | -15 | -5 | 1.7 | -8 | 9 | -1 | -3
O=C(CSc1nnnn1C1CCCCC1)NCc1ccco1 | 0 | 1 | 6 | -15 | 4 | -2.5 | -17 | -1 | -37 | -7
Cc1ccc([C@@H]2CC=C(C(=O)O)CN2S(=O)(=O)c2ccc(C)cc2)cc1 | . | 1 | 0 | -9 | -5 | 0.2 | 4 | 7 | 12 | -3
O=C(CNC(=O)c1cccs1)N/N=C/c1cccc(Br)c1 | -6 | 2 | -4 | 2 | -8 | -0.6 | -6 | 3 | 1 | 1
CCOc1ccc(CNC(=O)C2CCN(c3nn4c(=O)cc(C)nc4s3)CC2)cc1 | 3 | 0 | 0 | -6 | -2 | 0.2 | 10 | -11 | 13 | 3
CCN(CC)S(=O)(=O)c1ccc(C(=O)Nn2cnnc2)cc1 | -1 | 1 | 1 | -10 | -13 | -2.6 | -13 | -10 | -4 | 2
(listing goes on)
SMILES | NSD2 HMT inh | HTR5A ag ctr | V-ATPase pHluor | PvdQ inh | dFosB activator | CDK5 p35 inh | SR-BI HDL uptake | MITF act | HTR5A inv ctr | Wnt act
CC(=O)NNC(=O)CCn1c2c(c3ccccc31)CCCC2 | 2 | 3 | 1 | -14 | -9 | 2.5 | -3 | . | -5 | -9
CC1=Nc2ccccc2/C1=C\c1nc(-c2ccc(F)cc2)oc1O | 0 | 2 | 4 | 9 | -16 | 2.9 | 33 | 18 | -5 | 2
COc1ccc(/C=N\NC(=O)c2ccccc2F)cc1COc1ccc(F)cc1F | -1 | 7 | 4 | -9 | -18 | 0.4 | -6 | -20 | -25 | -2
O=C(c1cc(-c2ccccn2)nc2ccc(Cl)cc12)N1CCN(CCc2ccccc2)CC1 | -1 | -1 | 3 | -10 | -11 | -1.2 | 28 | -13 | 2 | -2
CNC(=O)c1csc(-c2ccccc2)n1 | -1 | -2 | -1 | -14 | -5 | -0.5 | 17 | 24 | 4 | .
COC(=O)C1CC(O)CN1C(=O)c1ccco1 (stereo not drawn) | -3 | -1 | 3 | 1 | 6 | 0.1 | -43 | . | -27 | 15
COc1ccc(C(=O)C2CCCN(C(=O)c3ccc4cc[nH]c4c3)C2)c(C)c1 (stereo not drawn) | 2 | 3 | 0 | -14 | -11 | -2.1 | . | -14 | -16 | 5
O=C(Cc1ccccc1)NCC(=O)N1CCCCCC1 | 0 | 2 | 0 | -10 | 4 | -4.7 | -2 | 6 | -4 | .
CCc1ccc(-c2cc(C)no2)cc1S(=O)(=O)N1CCOc2ccccc21 | 2 | 2 | 3 | -6 | -13 | -1.4 | 26 | -14 | 11 | 2
CCOC(=O)COn1c(=O)c(-c2ccc(OC)cc2)[n+]([O-])c2ccccc21 | 0 | 1 | 0 | -4 | -3 | 0.7 | -6 | 51 | -3 | 9
Clc1cccc(CSc2ncnc3c2ncn3C2CCCCO2)c1 (stereo not drawn) | 16 | -1 | 2 | -10 | -11 | 0.1 | 18 | 75 | 4 | 8
CCCCCCOc1ccc(/C=C/C(=O)N2CCOCC2)cc1OC | -1 | -4 | -2 | -4 | -13 | 1.0 | 15 | 2 | -13 | 4
N#C/C(=N\O)c1nc2ccccc2[nH]1 | -4 | 2 | 0 | -5 | 0 | 0.5 | -1 | -6 | 5 | .
CCN(C(=O)COC(=O)c1cccc(S(=O)(=O)N2CCOCC2)c1)C1CCS(=O)(=O)C1 (stereo not drawn) | -2 | 0 | -3 | -9 | 5 | -1.4 | 2 | 2 | 1 | -6
O=C(CSc1ncnc2c1oc1ccccc12)N1CCN(c2ccccc2)CC1 | -2 | -8 | 4 | -5 | -4 | -5.1 | 4 | . | -10 | .
CCCC(=O)Nc1c(-c2ccccc2)c(=O)c(C)nn1-c1ccccc1 | -2 | 3 | -2 | -18 | -2 | 0.4 | -9 | -1 | -17 | -3
O/N=C(\Cn1ccnc1)c1ccccc1 | -3 | -1 | -2 | -10 | 0 | 1.8 | -19 | . | 4 | -2
CC1(C)Cc2ccccc2C(C(=O)c2ccccc2)=N1 | -1 | -1 | 3 | -15 | 1 | -0.9 | 5 | 14 | 4 | 3
O=C(Nc1cccc(Cl)c1)c1cc(F)cc2c1OCOC2 | -4 | 4 | 3 | 0 | -6 | 0.1 | 12 | 8 | -5 | 8
CC(=O)Nc1ccc(NC(=O)C(C)OC(=O)CCCN2C(=O)c3cccc4cccc(c34)C2=O)cc1 (stereo not drawn) | -1 | -4 | 2 | 4 | 10 | 0.8 | 5 | 6 | 10 | 3
Cn1c(Cn2c(C(F)(F)F)nc3ccccc32)nc2ccccc21 | -2 | 3 | -3 | 0 | -3 | 0.2 | -15 | -1 | -8 | .
C=CCn1c(Cc2cccs2)nnc1SCC(=O)Nc1ccc(OC)c(OC)c1 | 0 | 4 | -8 | -1 | -8 | 0.0 | 19 | . | -20 | 0
Cc1[nH]c2ccc(C(=O)NCCCN3CCCC3)cc2c1C | . | -2 | 0 | -7 | 4 | 1.3 | 36 | 4 | 9 | -1
CCCNC(=O)c1nn2cc(Br)cnc2c1Cl | -2 | -2 | -1 | -13 | -9 | -0.7 | 5 | -12 | -17 | 2
Cc1c(NC(=O)c2cc(-c3ccccc3)on2)c(=O)n(-c2ccccc2)n1C | -4 | 4 | 4 | 8 | -12 | 0.7 | 1 | -3 | 6 | -2
The results go on:
SMILES | NSD2 HMT inh | HTR5A ag ctr | V-ATPase pHluor | PvdQ inh | dFosB activator | CDK5 p35 inh | SR-BI HDL uptake | MITF act | HTR5A inv ctr | Wnt act
COc1ccc(-n2nc(C(=O)NCC(=O)NCCCN3CC(C)CC(C)C3)c3ccccc3c2=O)cc1Cl (stereo not drawn) | -1 | -3 | 2 | 7 | -22 | -0.8 | -13 | 24 | 8 | -2
CCCN(CC(=O)Nc1ccccc1C)C(=O)c1ccc(N2CCCCCC2)c([N+](=O)[O-])c1 | 7 | -1 | 2 | -17 | -9 | 0.0 | 68 | -5 | 15 | 0
CC(=O)C1=C(O)C(=O)N(C2CCCCC2)C1c1ccccc1 (stereo not drawn) | -3 | 3 | 0 | -5 | -4 | 0.4 | 3 | -3 | -13 | .
Cc1c(Cl)cn2c(=O)cc(CN3CCN(c4ccccc4)CC3)nc2c1Cl | 2 | -3 | 7 | -2 | -13 | -0.4 | -1 | 2 | 7 | -13
COc1ccc(C2C(C#N)=C(N)OC3=C2C(=O)CC(C)(C)C3)c([N+](=O)[O-])c1OC (stereo not drawn) | 1 | -4 | -8 | -4 | -17 | 1.2 | 14 | . | 12 | -2
CCCCS(=O)c1snnc1C (stereo not drawn) | 0 | -1 | 1 | -17 | 3 | 0.8 | 17 | 1 | 2 | -2

Single records, from the list above:
`CCCCS(=O)c1snnc1C` (stereo not drawn) reads NSD2 HMT inh = 0; HTR5A ag ctr = -1; V-ATPase pHluor = 1; PvdQ inh = -17; dFosB activator = 3; CDK5 p35 inh = 0.8; SR-BI HDL uptake = 17; MITF act = 1; HTR5A inv ctr = 2; Wnt act = -2
`CC(=O)C1=C(O)C(=O)N(C2CCCCC2)C1c1ccccc1` (stereo not drawn) reads NSD2 HMT inh = -3; HTR5A ag ctr = 3; V-ATPase pHluor = 0; PvdQ inh = -5; dFosB activator = -4; CDK5 p35 inh = 0.4; SR-BI HDL uptake = 3; MITF act = -3; HTR5A inv ctr = -13; Wnt act = .
